# JMJD2A Tudor inh: qHTS Assay for Inhibitors of JMJD2A-Tudor Domain; Lysine-specific demethylase 4A (Homo sapiens), O75164; AlphaScreen JMJD2A-Tudor / H3K4me3 peptide binding; Potency, µM (doses to about 114 µM), inactives show top-dose activity change, negative = inhibition, usual class: inhibitors; 4.4% of 390,000 active; AID 504339, 2011; also: potency is read from the fitted curve at half-maximal effect; % is scaled to controls: 0 for no effect and ±100 for the full control effect; nearly all actives have a fitted effect of over 50% in size
# RGS4 inh: Inhibitors of Regulator of G Protein Signaling (RGS) 4: qHTS | Regulator of G-protein signaling 4 (Homo sapiens), P49798 | Transcreener GDP fluorescence polarization, RGS4-accelerated GTP hydrolysis | Potency, µM (series often up to 114 µM), for inactives: at the highest dose activity change, negative = inhibition, most hits filed as inhibitors | 0.039% of 390,000 active; also: potency is read from the fitted curve at half-maximal effect; % is scaled to controls: 0 for no effect and ±100 for the full control effect; nearly all actives have a fitted effect of over 75% in size; some results filed as inactive show a strong effect at the top dose
# Target sequence (P49798 whole entry, looked up): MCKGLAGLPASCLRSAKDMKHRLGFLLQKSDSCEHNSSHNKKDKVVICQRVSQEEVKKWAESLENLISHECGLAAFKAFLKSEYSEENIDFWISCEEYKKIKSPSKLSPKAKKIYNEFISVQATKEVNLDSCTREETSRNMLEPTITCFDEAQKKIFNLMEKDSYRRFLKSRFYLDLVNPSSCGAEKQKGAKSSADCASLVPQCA
#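 MLSMR compounds (23 nl, pin-transferred) preincubated 10 min at room temperature with a 500nM (2x) first reagent, then RGS4 at 900nM (2x) plus Transcreener GDP mix added; fluorescence polarization (620/688 nm) read before and after 90 min at 30 °C.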
# G9a block: qHTS Assay for Inhibitors of Histone Lysine Methyltransferase G9a; 8.8% of 350,000 active; Histone-lysine N-methyltransferase EHMT2 (Homo sapiens), Q96KQ7; Potency, µM (titrated, usually from 102 µM), for the others: top-dose activity, negative = inhibition, usual class: inhibitors; G9a H3K9 monomethylation, AlphaScreen, 2 h; AID 504332, 2011; also: potency is read from the fitted curve at half-maximal effect; % is scaled to controls: 0 for no effect and ±100 for the full control effect; nearly all actives have a fitted effect of over 75% in size
#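 AlphaScreen detection with an anti-monomethyl H3K9 antibody quantified product after a 2 h room-temperature reaction containing 500 nM biotinylated H3K9 peptide, 20 µM SAM and 20 nM enzyme, which had been preincubated 15 min with compound.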
# GLS inh: qHTS for Inhibitors of Glutaminase (GLS); Glutaminase kidney isoform, mitochondrial (Homo sapiens), O94925; GLS enzymatic activity, qHTS titration; Potency, µM (series often up to 45.5 µM), without a hit: top-dose activity change, negative = inhibition, most hits filed as inhibitors; 0.21% of 410,000 active; AID 624170, 2012; also: potency is read from the fitted curve at half-maximal effect; % is scaled to controls: 0 for no effect and ±100 for the full control effect
#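 Two-point fluorescence kinetic (t0, 30 min RT) for hKGA; glutamate detected via glutamate oxidase–HRP–Amplex Red. Substrate: 1 mM L-glutamine solution; buffer 45 mM KH2PO4, pH 8.2.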
# ERG Ets-DNA blk: qHTS for Small Molecule Inhibitors of the ERG Ets/DNA interaction; AID 624246, 2012; fluorescence polarization, His-ERG Ets domain / labelled DNA; 0.028% of 370,000 active; Potency, µM (titrated, usually from 76.9 µM), inactives show at the top dose FP activity, negative = inhibition, hits mostly inhibitors; active = well fitted inhibition curve with a large enough effect in the polarisation, with a control signal flat; inconclusive = small, poorly fitted or top-dose-only effect, or effect the other way, or a change in a side signal; inactive = no such curve, though single readings can be large or run the other way; the % refers to the polarisation;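 also: polarization taken with two DNA probes labelled with fluorescein and Texas red; potency is read from the fitted curve at half-maximal effect; % of control where 0% means no effect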
# Target sequence (P11308 whole entry, looked up, the tested form may be a part): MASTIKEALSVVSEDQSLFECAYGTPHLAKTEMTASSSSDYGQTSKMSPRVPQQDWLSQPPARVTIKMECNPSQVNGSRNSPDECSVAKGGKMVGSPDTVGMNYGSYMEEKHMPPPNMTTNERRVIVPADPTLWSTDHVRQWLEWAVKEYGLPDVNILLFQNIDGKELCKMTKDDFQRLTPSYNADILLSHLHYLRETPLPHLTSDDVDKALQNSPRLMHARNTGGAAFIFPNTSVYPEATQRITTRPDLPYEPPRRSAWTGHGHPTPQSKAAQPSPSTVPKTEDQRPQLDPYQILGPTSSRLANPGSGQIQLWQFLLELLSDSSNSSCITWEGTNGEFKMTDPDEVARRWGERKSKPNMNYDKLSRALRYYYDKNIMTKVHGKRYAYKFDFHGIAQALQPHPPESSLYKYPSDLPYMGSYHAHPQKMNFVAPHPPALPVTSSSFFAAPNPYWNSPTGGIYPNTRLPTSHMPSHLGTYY
#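 His-tagged ERG Ets domain (1 uM in the protein solution; 300mM KCl, 50mM Tris-HCl, 1mM EDTA, 1mM DTT, pH 7.5) received compound, then a probe mix of 5 nM fluorescein-DNA and 100nM Texas-615-DNA. Fluorescence polarization was read for both dyes.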
# 12-LOX inh: Primary qHTS assay for inhibitors of human arachidonate 12S-lipoxygenase (ALOX12): Round 2; Polyunsaturated fatty acid lipoxygenase ALOX12 (Homo sapiens), P18054; purified 12hLO, xylenol orange hydroperoxide absorbance; Potency, µM (series often up to 108 µM), for inactives: top-dose activity change, negative = inhibition, usual class: inhibitors; 1.1% of 580,000 active; AID 1671190, 2021; also: potency is read from the fitted curve at half-maximal effect; % is scaled to controls: 0 for no effect and ±100 for the full control effect
#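 Purified human 12hLO at 150 nM in 25 mM Hepes, 0.01% Triton X-100, pH 7.0, preincubated 15 min at room temperature with compound. Reaction started with 40 uM arachidonic acid, 30 min at room temperature. Hydroperoxide measured by Fe-xylenol orange, 573/405 nm absorbance ratio.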
# BAZ2B inh: qHTS Assay for Inhibitors of BAZ2B; 4.4% of 360,000 active; AlphaScreen BAZ2B-H3K14Ac peptide displacement; Potency, µM (titrated, usually from 114 µM), for inactives: at the top dose activity change, negative = inhibition, actives largely listed as inhibitors; AID 504333, 2011; Bromodomain adjacent to zinc finger domain protein 2B (Homo sapiens), Q9UIF8; also: potency is read from the fitted curve at half-maximal effect; % is scaled to controls: 0 for no effect and ±100 for the full control effect; nearly all actives have a fitted effect of over 60% in size
#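 BAZ2B 50 nM plus b-H3(5-23)K14Ac 50 nM, PBS pH 7.4/0.01% Tween-20, 30 min RT; compound added (max 110 uM), 30 min RT; streptavidin donor/Ni-chelate acceptor beads 10 ug/mL final, 20 min dark; AlphaScreen read.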
# HP1b binding inh: HTS for Inhibitors of HP1-beta Chromodomain Interactions with Methylated Histone Tails. AlphaScreen HP1-beta / biotin-H3K9me3 peptide binding. Potency, µM (highest dose often 114 µM), inactives show at the highest dose activity change, negative = inhibition, most hits filed as inhibitors. 0.56% of 390,000 active; also: potency is read from the fitted curve at half-maximal effect; nearly all actives have a fitted effect of over 70% in size; inactives centre near 23
# Target sequence (P83916 whole entry, looked up): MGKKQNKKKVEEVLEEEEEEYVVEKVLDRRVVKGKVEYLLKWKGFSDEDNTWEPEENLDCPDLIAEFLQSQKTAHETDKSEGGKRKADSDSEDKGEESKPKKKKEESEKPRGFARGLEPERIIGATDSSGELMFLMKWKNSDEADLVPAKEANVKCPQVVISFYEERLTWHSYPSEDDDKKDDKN
#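 Compound inhibition of the preformed complex between 50 nM HP1-beta and 50 nM biotinylated H3K9me3 peptide was read by AlphaScreen. Buffer was PBS pH 7.4 with 0.01% Tween-20. Incubations ran 30 min at room temperature, with 10 ug/mL donor/acceptor beads.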
# PI4K2A inh: qHTS for small molecular inhibitors of PI4K2A | AID 1346378, 2018 | Phosphatidylinositol 4-kinase type 2-alpha (Homo sapiens), Q9BTU6 | purified PI4K2A, ADP-Glo luminescence, 1 h; hits give low values | 0.13% of 420,000 active | activity change, negative = inhibition, % at 76.9 µM; in the data active = activity change below about -50%; inconclusive = mostly about -30% to -49%;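 also: -100% = wells without enzyme as full effect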
#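 Compounds are screened against recombinant PI4K2A using PI as substrate and ATP, the latter dispensed at 300 microM. Reactions run one hour at ambient temperature before ADP-Glo detection; full inhibition defined by wells lacking enzyme.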
# * hit, by the source's call; ? = inconclusive; . = no result given; [ ] = dose if it differs, or a comment. Unless noted, calls follow the shape of the dose curve; as a rule, active = well fitted curve in the direction sought with a large enough effect; inconclusive = small, poorly fitted or top-dose-only effect, or another doubt; inactive = no such curve, though single readings can be large; an effect the other way counts as inactive or inconclusive. Only part of the results is shown (hit frequency here may not be typical).
SMILES,JMJD2A Tudor inh,RGS4 inh,G9a block,GLS inh,ERG Ets-DNA blk,12-LOX inh,BAZ2B inh,HP1b binding inh,PI4K2A inh
COc1cc(C(=O)NCCCN2CCCC2=O)cc(Br)c1OCc1ccccc1,-1%,28%,-2%[59 µM],0%,-16%,394%[activator],8%,28%,-3
N#CCCn1cc(/C=N/O)c(-c2ccc(Cl)cc2)n1,-12%,11%,-7%[0.501 µM],15%,2%,?,5%,-8%,-3
CCOc1ccc(C(=O)NCCN2CCCCC2)c(OCC)c1,-14%,8%,.,0%,2%,?,-8%,16%,0
CC(C)N1CCN(Cc2ccccc2-c2ccco2)CC1CCO (stereo not drawn),-2%,-15%,3%,1%,3%,?,-9%,14%,0
OCCN1CCN(C(=S)c2ccc(-c3ccccc3)cc2)CC1,-26%,?,22µM*,-7%,-2%,443%[activator],-8%,?,-7
Nc1nc(SCC(=O)Nc2ccccc2)[nH]c(=O)c1-c1ccccc1,-10%,1%,18%,3%,-3%,-1%,2%,14%,-4
O=Nc1c(O)n(Cc2ccc(Cl)cc2)c2ccccc12,-30%,12%,-1%[59 µM],11%,-1%,-49%,?,2%,5
Cc1ccc(OCC(=O)N2CCN(C(=O)c3cccc(F)c3)CC2)cc1,-8%,-11%,-11%,-13%,-4%,21%,1%,38%,-2
CCOC(=O)c1cc(CC)sc1NC(=O)COC(=O)C1CCC1,106%[activator],-4%,299%[activator],1%,1%,1%,101%[activator],171%[activator],-1
COc1ccc(C(=O)CC(=O)C(=O)Nc2ccc(OC)c(Cl)c2)cc1,-12%,-24%,17%,-6%,-10%,0%,-17%,27%,2
O=C(NCC(c1ccco1)N1CCc2ccccc2C1)C(=O)Nc1ccc(F)cc1F (stereo not drawn),-18%,-40%,0%,11%,-17%,7%,-29%,2%,3
CC1C[N+](=C2C=C(N3CCOCC3)CC(C)(C)C2)CC(C)O1 (stereo not drawn),?,-33%,-7%[12.7 µM],17%,-7%,28µM*,-38%,25µM*,0
Cc1ccc(NC(=O)CSc2nc(-c3cccs3)nc3cc(=O)[nH]n23)cc1,-21%,-31%,23%[59 µM],?,-3%,-4%,79µM*,21%,-3
O=C(CNC(=O)c1ccccn1)N=Nc1c(O)[nH]c2ccccc12,-23%,-1%,23%,1%,10%,?,3%,1%,-2
COC(=O)c1cccnc1-n1c(=O)c2cccnc2n(CC(=O)Nc2ccccc2F)c1=O,-2%,36%,-8%[59 µM],5%,0%,-29%,0%,17%,-1
CN(C(=O)c1cccc(NC(=O)Cc2ccc(NC(=O)C3CCN(C(=O)CCc4ccccc4)CC3)cc2)c1)C1CCCCC1,-16%,-27%,.,1%,-5%,-28%,.,40%[activator],-4
CCOc1ccc(Cl)cc1/C=N/NC(=O)c1ccccc1,-2%,5%,20%[59 µM],2%,7%,11%,18%,14%,2
CCn1ccnc1CN(C)Cc1nc(Cc2cccc(C(F)(F)F)c2)no1,-11%,-44%,-6%,-13%,-4%,-2%,-29%,7%,4
CCC1CCCCN1Cc1nc2c(c(=O)n(C)c(=O)n2C)n1CCC(C)C (stereo not drawn),-5%,-9%,?,0%,-2%,5%,-9%,27%,4
CCOn1c(=O)c(=O)n(OC)c2ccccc21,-2%,-4%,11%,-4%,-3%,112%[activator],-4%,20%,6
CC(=O)N1c2ccc(S(=O)(=O)NCCC(=O)Nc3ncccc3C)cc2CC1C (stereo not drawn),-15%,23%[11.4 µM],10%[59 µM],1%,6%,0%,-13%,55%[activator],3
CC(C)Cn1c(N)c(C(=O)CSc2nc3ccccc3n2C)c(=O)n(C)c1=O,-1%,37%,45%[0.501 µM],0%,-5%,3%,-2%[57.1 µM],24%,9
CC(NC(=O)c1nn(C)c2c1CSc1ccccc1-2)c1ccccc1 (stereo not drawn),6%,-14%,?,6%,-2%,33%[activator],-23%,31%,-4
Cn1c(=O)c2c(nc(N3CCOCC3)n2Cc2ccccc2)n(C)c1=O,7%,-31%,-30%[59 µM],2%,-3%,-23%,1%,54%[activator],-8
Cc1ccc(C(C)NC(=O)Cn2nc(C)c([N+](=O)[O-])c2C)cc1 (stereo not drawn),-15%,7%,3%[59 µM],6%,-7%,16%,-8%,26%,-3
CCOC(=O)c1nnn(CC(=O)Nc2cccc(Cl)c2C)c1C(=O)OCC,-11%,10%,15%,5%,1%,0%[57.4 µM],10%,13%,-9
Cc1cc(C(=O)CSc2nc(N)cc(=O)[nH]2)c(C)n1CCc1ccc(F)cc1,-20%,14%,-5%[2.33 µM],9%,0%,475%[activator],-11%,-5%,3
COc1cccc(-c2nnc(-c3ccccc3NC(=O)c3ccc(F)cc3F)o2)c1,-11%,4%,-5%[59 µM],-5%,0%,0%,-1%,24%,8
O=C(C1=C[C@H](c2ccc(C(F)(F)F)cc2)C[C@H](OCCCCO)O1)N1CCN(Cc2ccccc2)CC1,-29%,-13%,.,2%,-3%,-11%,-12%,26%,-3
C=CCOc1ccc(/C=C2\N=C(C)OC2=O)cc1OC,-13%,-18%,.,4%,4%,7%,-12%,-5%,-1
CCC(=O)N1CCc2cc(S(=O)(=O)NC(C(=O)N3CCc4ccccc4C3)C(C)C)ccc21 (stereo not drawn),14%,-14%,1%[59 µM],.,-9%,0%,-4%,38%[activator],7
CCOC(=O)N1CCN(C(=O)CSCc2ccc(Cl)cc2)CC1,2%,-17%,22%[59 µM],3%,15%,-3%,-3%,27%,-1
Cc1ccc(NS(=O)(=O)c2ccc3c(c2)CC(=O)N3)cc1Cl,-26%,-4%,-1%[12.7 µM],-4%,5%,?,-24%,12%,0
CC(C)(C)[C@@H]1COC(=O)[C@@H](NC(=O)OCC2c3ccccc3-c3ccccc32)C/C=C\C[C@@H](CC(=O)NCCO)C(=O)N1,28%,-12%,.,9%,9%,-1%,.,71%[activator],-2
Cc1ccccc1C(=O)N1CCC(C(=O)Nc2ccccc2Cl)CC1,1%,10%,31%,-2%,-1%,172%[activator],2%,25%,-6
O=C(Nc1cccs1)N1CCN(c2ncccn2)CC1,-10%,-43%,40µM*,11%,-5%,-25%,-6%,27%,-5
CCC(=O)c1ccc(OCC(=O)OCC(=O)Nc2ccc(C)c(S(=O)(=O)N3CCCCC3)c2)cc1,-3%,-2%,-8%[12.7 µM],-10%,9%,6%,6%,35%,3
COc1cccc(/C=C/C(=O)OCC(=O)N(C)CC(=O)Nc2ccccc2Cl)c1OC,0%,0%,-12%[59 µM],1%,0%,?,6%,29%,-1
CC1(C)[C@H]2CC[C@]1(C)[C@@H](OC(=O)C[N+]1(C)CCOCC1)C2,-20%,4%,.,13%,-15%,?,0%,7%,-3
COc1ccc(-n2cnnc2SCC(=O)Nc2cc(C)on2)cc1,4%,2%,-2%,0%,-7%,-3%,.,19%,0
O=C(CSc1n[nH]c(C2CCCC2)n1)NC1CCCC1,2%[11.4 µM],-12%[11.4 µM],20%[59 µM],-5%,-6%,0%,6%,44%[activator],-2
Cc1cccc(NC(=O)CSc2nc3ccc(NC(=O)c4ccco4)cc3s2)c1,-10%,-13%,-4%[59 µM],3%,2%,?,-16%,49%[activator],-4
CC(C)CCSc1nc2ccccc2[nH]1,-2%,23%,12%,2%,-1%,-7%,.,31%,3
CC(=N)c1c(O)c2ccccc2oc1=O,-8%,23%,5%,0%,16%,5%,-18%,19%,-2
CCC(=O)NC(c1cccs1)c1cc([N+](=O)[O-])c2cccnc2c1O (stereo not drawn),79µM*,-5%,?,11%,2%,3.5µM*,7.9µM*,-8%,3
Cc1ccc(C)c(N2CCN(C(=O)C3CCCN(S(=O)(=O)c4cccc5nonc45)C3)CC2)c1 (stereo not drawn),?,-15%,?,3%,2%,-24%,?,3%,5

# A stretch from further up:
SMILES,JMJD2A Tudor inh,RGS4 inh,G9a block,GLS inh,ERG Ets-DNA blk,12-LOX inh,BAZ2B inh,HP1b binding inh,PI4K2A inh
COc1cc(C(=O)NCCCN2CCCC2=O)cc(Br)c1OCc1ccccc1,-1%,28%,-2%[59 µM],0%,-16%,394%[activator],8%,28%,-3
N#CCCn1cc(/C=N/O)c(-c2ccc(Cl)cc2)n1,-12%,11%,-7%[0.501 µM],15%,2%,?,5%,-8%,-3
CCOc1ccc(C(=O)NCCN2CCCCC2)c(OCC)c1,-14%,8%,.,0%,2%,?,-8%,16%,0
CC(C)N1CCN(Cc2ccccc2-c2ccco2)CC1CCO (stereo not drawn),-2%,-15%,3%,1%,3%,?,-9%,14%,0

# Screening results (PubChem BioAssay)
